High-throughput results as filed in PubChem BioAssay.
KB-3-1 tox – KB-3-1 parental cell cytotoxicity. KB-3-1 viability, CellTiter-Glo ATP luminescence, 72 h. Potency, µM (top dose mostly 46.1 µM), without a hit: top-dose activity change, negative = cytotoxic, most hits filed as cytotoxic. actives 1.4% (n = 400,000). AID 1347075; also: potency is read from the fitted curve at half-maximal effect; % is scaled to controls: 0 for no effect and ±100 for the full control effect; nearly all actives have a fitted effect of over 60% in size
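Multi-concentration cytotoxicity screen in KB-3-1 cells grown in DMEM lacking phenol red with 10% FBS. After 72 h at 37 °C with compound, ATP-dependent luminescence was recorded.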
IL-1B inflam inh – inflammasome signaling inhibition, IL-1 beta readout. THP-1 LPS/ATP IL-1B secretion, AlphaLISA, 16 h; hits give low values. activity change, % at 57.5 µM. actives 4.7% (n = 360,000); in the data active = activity change below about -50%; inconclusive = mostly about -30% to -49%; also: % is scaled to controls: 0 for no effect and ±100 for the full control effect
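Secreted IL-1B measured by AlphaLISA bead assay after 16 h compound exposure of THP-1 cells; compounds (final up to 57.5 uM) added 1 h before LPS (250 ng/mL) and ATP (1.25 mM) stimulation; lower signal means less secretion.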
SW480 rereplic – induces DNA re-replication in SW480 colon adenocarcinoma cells; actives 1.8% (n = 340,000); SW480 DNA re-replication, Hoechst DNA content imaging, 48 h; Potency, µM (series often up to 46.1 µM), without a hit: at the top dose re-replication activation, actives largely listed as activators; also: potency is read from the fitted curve at half-maximal effect; % of control where 0% means no effect; nearly all actives have a fitted effect of over 55% in size
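Cells (250 per well) received 23 nL compound or DMSO by pin tool and were kept 48 hr at 37 C, 5% CO2. Nuclei were then stained with Hoechst for 40 min and scanned for DNA content.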
WRN helicase inh – inhibitors of human WRN helicase | actives 0.46% (n = 360,000) | AID 651768 | WRN helicase unwinding, fluorescent forked duplex, kinetic | Potency, µM (series often up to 114 µM), for inactives: top-dose activity change, negative = inhibition, actives largely listed as inhibitors; also: potency is read from the fitted curve at half-maximal effect; % is scaled to controls: 0 for no effect and ±100 for the full control effect; nearly all actives have a fitted effect of over 55% in size
Target sequence (Q14191 whole entry, looked up): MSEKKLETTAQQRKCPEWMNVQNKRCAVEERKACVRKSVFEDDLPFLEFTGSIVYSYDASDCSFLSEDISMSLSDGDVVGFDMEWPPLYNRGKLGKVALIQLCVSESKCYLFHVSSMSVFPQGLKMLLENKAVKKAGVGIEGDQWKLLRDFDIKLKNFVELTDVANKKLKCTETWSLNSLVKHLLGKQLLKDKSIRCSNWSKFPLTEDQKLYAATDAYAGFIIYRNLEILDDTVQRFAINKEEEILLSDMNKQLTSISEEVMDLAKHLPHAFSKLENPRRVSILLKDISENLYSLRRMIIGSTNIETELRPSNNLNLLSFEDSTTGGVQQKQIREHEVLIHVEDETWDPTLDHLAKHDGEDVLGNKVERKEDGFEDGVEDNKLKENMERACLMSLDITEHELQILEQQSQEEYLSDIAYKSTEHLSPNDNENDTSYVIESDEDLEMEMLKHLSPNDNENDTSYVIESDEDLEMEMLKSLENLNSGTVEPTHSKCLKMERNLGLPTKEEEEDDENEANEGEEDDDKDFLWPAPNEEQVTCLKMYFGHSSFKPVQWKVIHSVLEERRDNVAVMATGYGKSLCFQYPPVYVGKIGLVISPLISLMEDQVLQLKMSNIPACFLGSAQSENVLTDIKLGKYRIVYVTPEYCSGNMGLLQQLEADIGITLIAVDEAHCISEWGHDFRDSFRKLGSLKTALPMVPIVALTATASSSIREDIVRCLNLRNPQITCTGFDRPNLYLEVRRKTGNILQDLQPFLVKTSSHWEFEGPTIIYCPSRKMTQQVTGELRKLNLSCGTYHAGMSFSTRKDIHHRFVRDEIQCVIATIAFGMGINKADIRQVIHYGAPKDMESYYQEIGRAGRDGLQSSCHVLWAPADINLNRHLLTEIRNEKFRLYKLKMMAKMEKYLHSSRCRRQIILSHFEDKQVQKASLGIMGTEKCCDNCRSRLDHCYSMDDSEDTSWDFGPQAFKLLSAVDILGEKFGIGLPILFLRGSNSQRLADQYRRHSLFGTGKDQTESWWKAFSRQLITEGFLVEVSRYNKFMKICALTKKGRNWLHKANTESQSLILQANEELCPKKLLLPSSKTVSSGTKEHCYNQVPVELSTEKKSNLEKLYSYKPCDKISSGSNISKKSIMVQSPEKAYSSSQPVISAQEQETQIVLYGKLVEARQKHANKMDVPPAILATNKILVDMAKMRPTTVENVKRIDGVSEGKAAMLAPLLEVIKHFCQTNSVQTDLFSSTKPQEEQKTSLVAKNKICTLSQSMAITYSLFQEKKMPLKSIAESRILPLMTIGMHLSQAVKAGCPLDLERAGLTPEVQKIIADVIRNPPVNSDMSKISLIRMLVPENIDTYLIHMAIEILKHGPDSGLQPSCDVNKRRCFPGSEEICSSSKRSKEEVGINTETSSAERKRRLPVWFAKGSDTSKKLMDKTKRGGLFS
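WRN at 20 nM final was preincubated with compound for 15 min at room temperature; reaction started with 100 nM forked duplex oligonucleotide carrying fluorophore and quencher plus 2 mM ATP (final). Unwinding followed kinetically by red fluorescence (ex 525/em 598 nm).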
KB-V1 cytotox – KB-V1 MDR subline cytotoxicity | KB-V1 MDR cells viability, CellTiter-Glo, 72 h | Potency, µM (doses to about 46.1 µM), for the others: top-dose activity change, negative = cytotoxicity, most hits filed as cytotoxic | actives 3.4% (n = 400,000) | AID 1347076; also: potency is read from the fitted curve at half-maximal effect; % is scaled to controls: 0 for no effect and ±100 for the full control effect; nearly all actives have a fitted effect of over 60% in size
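qHTS viability screen in drug-selected KB-V1 MDR cells: 72 h compound treatment at 37 degrees C, ATP luminescence end point.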
MCF10A rereplic – DNA re-replication induction in MCF 10a cells | actives 2.9% (n = 350,000) | Potency, µM (doses to about 46.1 µM), without a hit: at the top dose activity, positive = re-replication, actives largely listed as activators | MCF 10A DNA re-replication, Hoechst nuclear intensity, 48 h | AID 624296; also: potency is read from the fitted curve at half-maximal effect; % of control where 0% means no effect; nearly all actives have a fitted effect of over 50% in size
ATXN2 expr inh – ATXN2 expression inhibition; HEK-293 ATXN2-luciferase reporter, luminescence, 24 h; Potency, µM (top dose mostly 57 µM), inactives show at the top dose activity change, negative = inhibition, actives largely listed as inhibitors; actives 0.72% (n = 360,000); also: potency is read from the fitted curve at half-maximal effect; % is scaled to controls: 0 for no effect and ±100 for the full control effect; nearly all actives have a fitted effect of over 55% in size
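qHTS (up to 57 uM final) was run with 24 h compound exposure of reporter cells at 37 °C. Each well was multiplexed: SteadyGlo luminescence measured ATXN2-luciferase expression after a fluorogenic Gly-Phe-AFC viability readout (25 uM final).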
HT1080 IDH1KD tx – kills HT-1080 cells with IDH1 knockdown; Potency, µM (top dose mostly 46.1 µM), inactives show top-dose activity, negative = toxicity, usual class: cytotoxic; AID 686971; actives 2% (n = 360,000); HT-1080 IDH1 knockdown viability, ATP luminescence, 48 h;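 also: potency is read from the fitted curve at half-maximal effect; 0% = DMSO wells and -100% = cell-free medium wells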
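HT-1080-IDH1KD cells (IDH1 knocked down), 750/well in RPMI with 5% FBS, treated with compound 48 h at 37 degrees C. Viability by CellTiter-Glo luminescence, normalised to DMSO and no-cell wells; concentration-response curves classed.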
HT1080-NT tox – kills 2HG-producing HT-1080-NT fibrosarcoma cells | actives 1.6% (n = 360,000) | HT-1080-NT fibrosarcoma viability, CellTiter-Glo ATP luminescence, 48 h | Potency, µM (top dose mostly 46.1 µM), without a hit: at the highest dose activity, negative = less viability, usual class: cytotoxic;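 also: NT is the 2HG producing partner of a matched IDH1 knockdown line; potency is read from the fitted curve at half-maximal effect; 0% = DMSO-treated cells and -100% = media-only wells without cells; nearly all actives have a fitted effect of over 55% in size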
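Viability by CellTiter-Glo luminescence after 48 h compound exposure at 37C of HT-1080-NT cells (750/well, RPMI, 5% FBS). % activity scaled between DMSO wells and medium-only wells, then curve-fitted and categorized by curve class.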
Starred values were filed as active, the others as inactive; [ ] = another dose, or the depositor's remark. Unless noted, calls follow the shape of the dose curve; as a rule, active = well fitted curve in the direction sought with a large enough effect; inconclusive = small, poorly fitted or top-dose-only effect, or another doubt; inactive = no such curve, though single readings can be large; an effect the other way counts as inactive or inconclusive.

O=C1CCCCCC1C1(O)C(=O)Nc2ccccc21 (configuration not stated) was read as KB-3-1 tox 0%, IL-1B inflam inh 14, SW480 rereplic -5%, WRN helicase inh -18%, KB-V1 cytotox 6%, MCF10A rereplic 0%, ATXN2 expr inh -9%, HT1080 IDH1KD tx 1% and HT1080-NT tox 3%.
Screening Cc1cc(NC(=O)COC(=O)C2=NN(c3ccccc3)C(=O)CC2)c([N+](=O)[O-])cc1C returned KB-3-1 tox 6%, IL-1B inflam inh 0, SW480 rereplic 0%, WRN helicase inh 12%, KB-V1 cytotox 6%, MCF10A rereplic -1%, HT1080 IDH1KD tx 5% and HT1080-NT tox 4%.
For CCSc1ccc(-c2ccc(C)cc2)nn1 the results were KB-3-1 tox 4%, IL-1B inflam inh 26, SW480 rereplic -2%, WRN helicase inh -2%, KB-V1 cytotox -25%, MCF10A rereplic -1%, ATXN2 expr inh 47%[activator], HT1080 IDH1KD tx -7% and HT1080-NT tox 1%.
CCOc1ccc(NC(=O)COc2ccc(C(=O)NC(C)c3ccc(S(N)(=O)=O)cc3)cc2OC)cc1 (configuration not stated) was read as KB-3-1 tox inconclusive, IL-1B inflam inh -15, SW480 rereplic -3%, WRN helicase inh 4%, KB-V1 cytotox 1%, MCF10A rereplic 3%, ATXN2 expr inh 7%, HT1080 IDH1KD tx 8% and HT1080-NT tox 12%.
COc1ccccc1NC(=O)CN1CCSc2ccccc21 was read as KB-3-1 tox 11%, IL-1B inflam inh 13, SW480 rereplic 0%, WRN helicase inh 1%, KB-V1 cytotox -35%, MCF10A rereplic 1%, ATXN2 expr inh -22%, HT1080 IDH1KD tx -9% and HT1080-NT tox -18%.
Cc1cc(NC(=O)c2ccc(Cl)cc2)n(CCOC(=O)c2ccc(Cl)cc2)n1 was read as KB-3-1 tox -21%, IL-1B inflam inh -1, SW480 rereplic 1%, WRN helicase inh -33%[57.1 µM], KB-V1 cytotox inconclusive, MCF10A rereplic 4%, ATXN2 expr inh -10%, HT1080 IDH1KD tx -24% and HT1080-NT tox -23%.
For Fc1cccc(Nc2nc(-c3ccncc3)nc3ccccc23)c1 the results were KB-3-1 tox -24%, IL-1B inflam inh -12, SW480 rereplic inconclusive, WRN helicase inh inconclusive, KB-V1 cytotox -16%, MCF10A rereplic inconclusive, ATXN2 expr inh -20%, HT1080 IDH1KD tx -21% and HT1080-NT tox -18%.
Cc1ccc(CS(=O)(=O)c2ncc(Cl)c(C(=O)Nc3ccc(OC(F)F)cc3)n2)cc1 was read as KB-3-1 tox 23µM*, IL-1B inflam inh -103*, SW480 rereplic inconclusive, WRN helicase inh inconclusive, KB-V1 cytotox 18µM*, MCF10A rereplic 7.3µM*, ATXN2 expr inh inconclusive, HT1080 IDH1KD tx inconclusive and HT1080-NT tox 16µM*.
CC(c1nc2ccccc2n1Cc1ccccc1)n1c(-c2cnccn2)nc2ccccc21 (configuration not stated) was read as KB-3-1 tox -21%, IL-1B inflam inh 24, WRN helicase inh -4%, KB-V1 cytotox inconclusive, HT1080 IDH1KD tx inconclusive and HT1080-NT tox inconclusive.
Screening CC(C)(C)OC(=O)NCCCCCC(=O)N/N=C/c1coc2ccccc2c1=O returned KB-3-1 tox 2%, IL-1B inflam inh 16, SW480 rereplic -6%, WRN helicase inh -9%, KB-V1 cytotox 15%, MCF10A rereplic 0%, HT1080 IDH1KD tx -6% and HT1080-NT tox 0%.
`CCOC(=O)N1CCC(NC(=O)c2cc(COc3ccccc3SC)on2)CC1` gave KB-3-1 tox 4%, IL-1B inflam inh -22, SW480 rereplic 7%, WRN helicase inh -11%, KB-V1 cytotox 9.2µM*, MCF10A rereplic 17%, ATXN2 expr inh 5%, HT1080 IDH1KD tx inconclusive and HT1080-NT tox 3%.
For CC1COc2ccccc2N1C(=O)c1cccnc1Cl (configuration not stated) the results were KB-3-1 tox 5%, IL-1B inflam inh 8, SW480 rereplic -2%, WRN helicase inh -3%, KB-V1 cytotox inconclusive, MCF10A rereplic 0%, ATXN2 expr inh 4%, HT1080 IDH1KD tx 14% and HT1080-NT tox 7%.
CCN(C(=O)COC(=O)C1=COCCO1)c1ccccc1 was read as KB-3-1 tox -29%, IL-1B inflam inh -21, SW480 rereplic -4%, WRN helicase inh 8%, KB-V1 cytotox -3%, MCF10A rereplic 1%, HT1080 IDH1KD tx -1% and HT1080-NT tox 3%.
Screening COC(=O)C1C(c2ccc(Cl)cc2)NC(c2ccc(Cl)cc2)C(C(=O)OC)S1(=O)=O (configuration not stated) returned KB-3-1 tox -8%, IL-1B inflam inh inconclusive, SW480 rereplic -1%, WRN helicase inh -11%, KB-V1 cytotox -8%, MCF10A rereplic -1%, ATXN2 expr inh -19%, HT1080 IDH1KD tx -2% and HT1080-NT tox 1%.
COC(=O)c1c(NC(=O)CCCC(=O)O)sc(C)c1C was read as KB-3-1 tox 6%, IL-1B inflam inh 12, SW480 rereplic 2%, WRN helicase inh 0%, KB-V1 cytotox 20%, MCF10A rereplic -6%, ATXN2 expr inh 8%, HT1080 IDH1KD tx 16% and HT1080-NT tox 16%.
Screening CCCCc1c(C)c2ccc(OC)c(/C(C)=N\O)c2oc1=O returned KB-3-1 tox inconclusive, IL-1B inflam inh inconclusive, SW480 rereplic -51%[inhibitor], WRN helicase inh -6%, KB-V1 cytotox 5.8µM*, MCF10A rereplic -2%, ATXN2 expr inh 8%, HT1080 IDH1KD tx 7% and HT1080-NT tox 8%.
CN(CC(=O)Nc1ccc(OC(F)(F)F)cc1)C(=O)/C=C/c1ccco1 was read as KB-3-1 tox -1%, IL-1B inflam inh -21, SW480 rereplic -2%, WRN helicase inh -9%, KB-V1 cytotox 0%, MCF10A rereplic 19%, HT1080 IDH1KD tx 0% and HT1080-NT tox -5%.
For OCCC1CN(Cc2cnc(-c3ccc(Cl)cc3)nc2)CCN1C1CCCCC1 (configuration not stated) the results were KB-3-1 tox inconclusive, SW480 rereplic 2%, WRN helicase inh 0%, KB-V1 cytotox inconclusive, MCF10A rereplic inconclusive, HT1080 IDH1KD tx -12% and HT1080-NT tox -2%.
For Cc1ccc(N2CC(C(=O)OCC(=O)Nc3cccc(Cl)c3C)CC2=O)cc1 (configuration not stated) the results were KB-3-1 tox 7%, IL-1B inflam inh 14, SW480 rereplic -1%, WRN helicase inh -10%, KB-V1 cytotox inconclusive, MCF10A rereplic 1%, ATXN2 expr inh 1%, HT1080 IDH1KD tx 0% and HT1080-NT tox 0%.
For CC1CCC(NC(=O)c2ccc(N3CCCC3=O)cc2)CC1 (configuration not stated) the results were KB-3-1 tox -9%, IL-1B inflam inh -8, SW480 rereplic -1%, WRN helicase inh 8%, KB-V1 cytotox 0%, MCF10A rereplic 7%, ATXN2 expr inh 49%[activator], HT1080 IDH1KD tx 2% and HT1080-NT tox 22%.
Screening CC1CCCCN1CCNC(=O)C1CC(=O)N(c2ccc(F)c(Cl)c2)C1 (configuration not stated) returned KB-3-1 tox 15%, IL-1B inflam inh 6, SW480 rereplic 6%[9.22 µM], WRN helicase inh -3%, KB-V1 cytotox 2%, MCF10A rereplic -13%, ATXN2 expr inh 1%, HT1080 IDH1KD tx 4% and HT1080-NT tox -9%.
COc1ccc(-c2cn(-c3ccc(C)cc3C)c(=O)[nH]2)cc1OC was read as KB-3-1 tox inconclusive, IL-1B inflam inh -2, SW480 rereplic -9%, WRN helicase inh 6%, KB-V1 cytotox -6%, MCF10A rereplic 6%, ATXN2 expr inh -9%, HT1080 IDH1KD tx -10% and HT1080-NT tox -2%.
CCc1ccccc1NC(=O)COc1ccc2c(c1)OCO2 was read as KB-3-1 tox 1%, IL-1B inflam inh 33, SW480 rereplic -62%[inhibitor], WRN helicase inh -2%, KB-V1 cytotox inconclusive, MCF10A rereplic -50%[inhibitor], ATXN2 expr inh 11%, HT1080 IDH1KD tx 7% and HT1080-NT tox 14%.
For COC(=O)c1ccc2c(=O)n(CCN3CCOCC3)c(SCC(=O)Nc3ccc(C)cc3)nc2c1 the results were KB-3-1 tox -9%, IL-1B inflam inh 5, SW480 rereplic -2%, WRN helicase inh -18%, KB-V1 cytotox -16%, MCF10A rereplic -3%, ATXN2 expr inh 3%, HT1080 IDH1KD tx -1% and HT1080-NT tox -2%.

Quoted at random: 3 records from the list
For OCCC1CN(Cc2cnc(-c3ccc(Cl)cc3)nc2)CCN1C1CCCCC1 (configuration not stated) the results were KB-3-1 tox inconclusive, SW480 rereplic 2%, WRN helicase inh 0%, KB-V1 cytotox inconclusive, MCF10A rereplic inconclusive, HT1080 IDH1KD tx -12% and HT1080-NT tox -2%.
Screening COC(=O)C1C(c2ccc(Cl)cc2)NC(c2ccc(Cl)cc2)C(C(=O)OC)S1(=O)=O (configuration not stated) returned KB-3-1 tox -8%, IL-1B inflam inh inconclusive, SW480 rereplic -1%, WRN helicase inh -11%, KB-V1 cytotox -8%, MCF10A rereplic -1%, ATXN2 expr inh -19%, HT1080 IDH1KD tx -2% and HT1080-NT tox 1%.
CCN(C(=O)COC(=O)C1=COCCO1)c1ccccc1 was read as KB-3-1 tox -29%, IL-1B inflam inh -21, SW480 rereplic -4%, WRN helicase inh 8%, KB-V1 cytotox -3%, MCF10A rereplic 1%, HT1080 IDH1KD tx -1% and HT1080-NT tox 3%.
